High-throughput results: PubChem, National Center for Advancing Translational Sciences (NCATS)
PLK1 PBD block – qHTS for Inhibitors of PLK1-PDB (polo-like kinase 1 - polo-box domain): Primary Screen | Serine/threonine-protein kinase PLK1 (Homo sapiens), P53350 | Plk1 PBD binding of FITC phosphopeptide, fluorescence polarization | Potency, µM, inactives show max response, negative = inhibition, most hits filed as inhibitors | hit rate 2.8% among 360,000 | AID 720504, 2013; also: potency is read from the fitted curve at half-maximal effect; series mostly up to about 57 µM; % is scaled to controls: 0 for no effect and ±100 for the full control effect; nearly all actives have a fitted effect of over 65% in size
D3 ag – qHTS of D3 Dopamine Receptor Agonist: qHTS; AID 652048, 2013; hit rate 0.58% among 410,000; max activation, %; D3R DiscoveRx beta-arrestin cells, luminescence, 90 min; in the data active = max activation above about 30%; also: 0% is about no effect; mostly tested at two doses, the higher about 12 µM
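Agonist-mode cell screen: cells plated at 1500/well and incubated overnight at 37 °C, then exposed to library compounds for 90 min at 37 °C. Detection reagent was added for 30–60 min at room temperature, and luminescence was read.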
GLP1R inv ag – qHTS of GLP-1 Receptor Inverse Agonists (Inhibition Mode); Glucagon-like peptide 1 receptor (Homo sapiens), P43220; HEK293 GLP-1R CRE-luciferase, luminescence, 24 h; GLP-1R form is constitutively active; Potency, µM (top dose mostly 38.3 µM), inactives show at the highest dose activity change, negative = inhibition, usual class: inhibitors; hit rate 1.6% among 410,000; also: potency is read from the fitted curve at half-maximal effect; % is scaled to controls: 0 for no effect and ±100 for the full control effect; nearly all actives have a fitted effect of over 55% in size
Target sequence (P43220 whole entry, looked up): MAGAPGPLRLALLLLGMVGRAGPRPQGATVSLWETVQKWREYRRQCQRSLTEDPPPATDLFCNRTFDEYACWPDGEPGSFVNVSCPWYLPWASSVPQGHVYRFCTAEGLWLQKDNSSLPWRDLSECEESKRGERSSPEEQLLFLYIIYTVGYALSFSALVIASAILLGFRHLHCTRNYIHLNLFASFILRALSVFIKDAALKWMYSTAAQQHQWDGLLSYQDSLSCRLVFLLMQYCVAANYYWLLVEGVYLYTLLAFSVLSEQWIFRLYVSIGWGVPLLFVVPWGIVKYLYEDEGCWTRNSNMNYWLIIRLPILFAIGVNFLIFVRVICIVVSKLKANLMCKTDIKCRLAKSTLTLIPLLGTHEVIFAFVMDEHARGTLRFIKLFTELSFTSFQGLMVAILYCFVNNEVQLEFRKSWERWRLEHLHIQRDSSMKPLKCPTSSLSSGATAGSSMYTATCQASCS
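Stable HEK293 clone (constitutively active GLP-1R + cAMP-response luciferase); 200 cells/uL plated, 12 h pre-culture, compound 24 hr, 37 deg C/5% CO2; detection reagent 12 min RT; luminescence.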
IL-2 act – qHTS of IL-2 Activators | IL-2 activation reporter assay, cell-based qHTS; stimulated with anti-CD3/CD4/CD28 beads; in transgenic mouse T cells | activation, % (series mostly up to about 46 µM) | hit rate 0.065% among 360,000; in the data active = activation above about 50%; inconclusive = mostly about 30% to 49%; also: 0% is about no effect
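Quantitative HTS in unstimulated transgenic mouse T cells, with memory T cells as non-tolerant control and PMA/ionomycin as tolerance-bypass control. Compound pretreatment lasted 60 minutes before 18 h bead stimulation; EGFP/DsRed fluorescence read.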
GLP1R cytotox – qHTS of GLP-1 Receptor Inverse Agonists: Cytotox Screen. HEK293 cAMP-luciferase reporter cells, luminescence, 24 h. Potency, µM (series often up to 38.3 µM), without a hit: at the top dose activity change, negative = inhibition, actives largely listed as inhibitors. hit rate 0.13% among 410,000;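 also: loss of luciferase light is scored as toxicity; potency is read from the fitted curve at half-maximal effect; % is scaled to controls: 0 for no effect and ±100 for the full control effect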
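Here, cytotoxicity is scored as loss of luminescence. The MLSMR collection was tested on cells seeded in medium containing 10% Nu serum, with a 24 hr compound exposure preceded by 12 hours of culture.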
WRN helicase inh – qHTS for Inhibitors of WRN Helicase | WRN helicase unwinding, fluorescent forked duplex, kinetic | Potency, µM (doses to about 114 µM), for the others: at the highest dose activity change, negative = inhibition, hits mostly inhibitors | Bifunctional 3'-5' exonuclease/ATP-dependent helicase WRN (Homo sapiens), Q14191 | hit rate 0.46% among 360,000; also: potency is read from the fitted curve at half-maximal effect; % is scaled to controls: 0 for no effect and ±100 for the full control effect; nearly all actives have a fitted effect of over 55% in size
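Kinetic fluorescence helicase assay: unwinding of a quenched forked DNA duplex (100 nM final) with 2 mM ATP final raises red fluorescence (525/598 nm). Compounds sat 15 min at room temperature with 20 nM WRN beforehand.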
PI5P4Ka inh – qHTS for Inhibitors of phosphatidylinositol 5-phosphate 4-kinase (PI5P4K); Phosphatidylinositol 5-phosphate 4-kinase type-2 alpha (Homo sapiens), P48426; PI5P4Kalpha enzyme, ADP-Glo luminescence, 60 min; hits give low values; max response, %; hit rate 1.2% among 330,000; AID 652105, 2013; active = max response of -50% or lower; inconclusive = between -30% and -50%; inactive = -30% or higher; also: value at the top dose of about 77 µM; % is scaled to controls: 0 for no effect and ±100 for the full control effect
Target sequence (P48426 whole entry, looked up): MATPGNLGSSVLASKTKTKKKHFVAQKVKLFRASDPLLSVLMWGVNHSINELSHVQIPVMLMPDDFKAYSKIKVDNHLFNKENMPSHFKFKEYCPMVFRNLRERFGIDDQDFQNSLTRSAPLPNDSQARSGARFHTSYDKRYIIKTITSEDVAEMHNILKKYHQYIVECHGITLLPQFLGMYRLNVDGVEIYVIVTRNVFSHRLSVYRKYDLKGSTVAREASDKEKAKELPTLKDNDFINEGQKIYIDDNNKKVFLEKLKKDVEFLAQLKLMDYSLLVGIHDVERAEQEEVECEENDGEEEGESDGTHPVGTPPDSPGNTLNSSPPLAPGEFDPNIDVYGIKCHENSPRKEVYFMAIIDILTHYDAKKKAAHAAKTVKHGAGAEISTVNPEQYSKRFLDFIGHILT
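Human PI5P4Kalpha with substrate in 0.038 M HEPES pH 7.4, 0.28 mM EGTA, 0.1% CHAPS, 5% DMSO; reaction started with 5 microM ATP (final), 60 min at room temperature. ADP formed read by ADP-Glo luminescence.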
GLP-1R agonist – qHTS of GLP-1 Receptor Agonists. Glucagon-like peptide 1 receptor (Homo sapiens), P43220. Potency, µM (doses to about 45.6 µM), for inactives: at the highest dose activation, most hits filed as activators. hit rate 0.007% among 380,000. HEK293 GLP-1R CRE-luciferase, luminescence, 4-6 h; cells express a hypersensitive GLP-1R form; also: potency is read from the fitted curve at half-maximal effect; % of control where 0% means no effect
DRD3 antagonist – qHTS of D3 Dopamine Receptor Antagonist: qHTS; AID 652054, 2013; hit rate 2.5% among 360,000; max response, negative = inhibition, %; D3R cells, DiscoveRx beta-arrestin luminescence, antagonist mode; hits give low values; in the data active = max response below about -50%; inconclusive = no clear call, values can overlap the other calls; also: % is scaled to controls: 0 for no effect and ±100 for the full control effect; mostly tested at two doses, the higher about 12 µM
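Cells expressing the human receptor were seeded at 1500 cells/well, incubated overnight at 37 degrees C in 5% CO2, then exposed to library compounds with dopamine controls for 90 minutes at 37 degrees C before luminescent detection.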
* = called active by the depositor; ? = inconclusive; / = not tested or not shown; [ ] = dose if it differs, or a comment. Unless noted, calls follow the shape of the dose curve; as a rule, active = well fitted curve in the direction sought with a large enough effect; inconclusive = small, poorly fitted or top-dose-only effect, or another doubt; inactive = no such curve, though single readings can be large; an effect the other way counts as inactive or inconclusive. No enrichment for hits; about 7.8% have a hit in one of these screens.

#1 COc1ccc(CCNc2ccncn2)cc1
#2 CCSc1nnc(NC(=O)CSc2nc3c(c(=O)n2CCOC)SC(C)C3)s1 (stereo unspecified)
#3 Cc1ccccc1N=Nc1c(N)n[nH]c1N
#4 Nc1ccc(C(=O)n2c3ccccc3c3ccccc32)cc1
#5 COc1ccc(NS(=O)(=O)c2cccs2)c(OC)c1
#6 CC(=O)Nc1ccc(NC(=O)COc2cccc3ccccc23)cc1
compound no.	1	2	3	4	5	6
PLK1 PBD block	-3%	-15%	-3%	-21%	2%	-6%
D3 ag	17	-5	1	-6	1	-1
GLP1R inv ag	3%	1%	4%	?	-3%	10%
IL-2 act	-3.7	-3.5	-0.5	-0.4	0.9	-1.3
GLP1R cytotox	-4%	-3%	-12%	-36%	-8%	22%
WRN helicase inh	-11%	0%	-6%	-7%	-4%	8%
PI5P4Ka inh	/	0	2	16	2	-5
GLP-1R agonist	-1%	4%	1%	5%	3%	-2%
DRD3 antagonist	28	0	-12	-10	32	1

#7 O=C(NCc1nc2ccccc2[nH]1)C1=C[C@H](c2ccc(C(F)(F)F)cc2)C[C@H](OCc2ccc(CO)cc2)O1
#8 Cc1ccc(NC(=S)N(Cc2ccc(Br)cc2)Cc2ccc(C(=O)O)cc2)cc1C
#9 CC1(C)Cc2c(cnn2-c2ccc(F)cc2)C(NC(=O)c2ccoc2)C1 (stereo unspecified)
#10 CC1(C)C2CCC1(C)C(OC(=O)CSc1nc(N)cc(=O)[nH]1)C2 (stereo unspecified)
#11 CN(C)c1ccc(C(=O)OCC(=O)N2CCOCC2)cc1
#12 O=C(Nc1ccc(F)cc1)OCCOc1ccc([N+](=O)[O-])cc1
compound no.	7	8	9	10	11	12
PLK1 PBD block	3%	?	0%	-7%	2%	1%
D3 ag	23	5	-2	-10	4	2
GLP1R inv ag	?	-25%	-38%	10%	13%	8%
IL-2 act	-0.4	0.3	-0.8	-2.1	-1.2	-3.6
GLP1R cytotox	-8%	-3%	-5%	-16%	8%	1%
WRN helicase inh	-1%	-3%	0%	-1%	-9%	2%
PI5P4Ka inh	1	15	-1	/	8	6
GLP-1R agonist	-3%	0%	2%	1%	5%	0%
DRD3 antagonist	-4	2	18	0	6	13

Looked up above.
In GLP-1R agonist, no. 12 has 0%
In WRN helicase inh, no. 8 has -3%
In PI5P4Ka inh, no. 9 has -1

Next section.
#13 O=C(N/N=C/C1CCCCC1)c1ccccn1
#14 Cc1cccc(C)c1OCC(O)CN1CCN(c2ccccn2)CC1 (stereo unspecified)
#15 Cc1nn(C)c(C)c1CNC(=O)c1nn2c(c1Cl)NC(c1cccs1)CC2C(F)(F)F (stereo unspecified)
#16 CCN(CCO)C(=O)C12CCC(C)(C(=O)C1)C2(C)C (stereo unspecified)
#17 COC(=O)c1ccccc1OCCN1CCCCCC1
#18 COc1ccc2[nH]c(=O)c(CN(C(=O)c3cccnc3)c3ccc(C)c(C)c3)cc2c1
compound no.	13	14	15	16	17	18
PLK1 PBD block	-10%	-11%	-2%	-4%	-12%	-2%
D3 ag	-2	59*	1	6	-23	7
GLP1R inv ag	1%	3%[0.307 µM]	45%[activator]	1%	-7%	3%
IL-2 act	-0.9	0.8	-2.0	-2.1	-1.6	-1.9
GLP1R cytotox	-12%	-2%[0.307 µM]	-8%	-12%	?	-3%
WRN helicase inh	6%	-7%	0%	7%	0%	-4%
PI5P4Ka inh	-4	4	/	/	-2	0
GLP-1R agonist	-10%	-10%	0%	-16%	1%	24%
DRD3 antagonist	-13	11	5	40	-57*	34

#19 CC(C)c1ccc(N=Cc2c(O)c3ccccc3oc2=O)cc1
#20 COc1cccc(-c2nc(CS(=O)(=O)CC(=O)NC3CCCc4ccccc43)c(C)o2)c1 (stereo unspecified)
#21 CCOC(=O)N1CCC(NC(=O)C2CCN(S(=O)(=O)c3cccc4cccnc34)CC2)CC1
#22 CN(C)/N=C/c1cn(-c2ccccc2)nc1-c1cccnc1
#23 Oc1cccc(NC(=S)Nc2cccnc2)c1
#24 CCSc1cnc(-c2ccccc2)n1CC
compound no.	19	20	21	22	23	24
PLK1 PBD block	0%	-10%	?	-11%	-1%	4%
D3 ag	-12	-4	0	5	-4	-6
GLP1R inv ag	0%	-29%	6%	48%[activator]	12%	1%
IL-2 act	0.5	-0.8	0.2	-1.0	2.2	-0.4
GLP1R cytotox	0%	5%	-19%	5%	3%[1.53 µM]	-2%
WRN helicase inh	4%	-15%	5%	1%	-28%[57.1 µM]	-4%
PI5P4Ka inh	-3	4	-4	1	2	/
GLP-1R agonist	-1%	2%	-11%	27%	0%	2%
DRD3 antagonist	-4	29	23	1	12	-4

Values in list order from above.
GLP1R inv ag, entries 21 to 24 → 6%, 48%[activator], 12%, 1%
D3 ag, entries 21 to 24 → 0, 5, -4, -6

Further results
#25 CCC1(CC)NC(=O)N(CC(=O)OCC(=O)Nc2cc(C)ccc2C)C1=O
#26 CCN(CC)Cc1cc(C(=O)O)c(C)o1
#27 CCN1CCN(C(CC(C)C)c2nnnn2CS(=O)(=O)c2ccc(C)cc2)CC1 (stereo unspecified)
#28 COc1ccc(-c2csc(C)n2)cc1OC
#29 O=C(Oc1ccc(-n2cnnn2)cc1)c1ccco1
#30 O=[N+]([O-])c1ccc(N2CCOCC2)cc1NCCCO
compound no.	25	26	27	28	29	30
PLK1 PBD block	1%	1%	-7%	-1%	-4%	4%
D3 ag	3	-8	-14	7	0	24
GLP1R inv ag	3%	2%	?	91%[activator]	0%	99%[activator]
IL-2 act	0.8	-3.0	1.4	-1.8	-1.6	-3.8
GLP1R cytotox	2%	-11%	-7%	-1%	-3%	?
WRN helicase inh	-10%	1%	-30%	3%	3%	-1%
PI5P4Ka inh	5	1	17	/	-1	0
GLP-1R agonist	3%	-1%	0%	4%	-7%	11%
DRD3 antagonist	-7	17	-24	13	-12	14

#31 Cc1cc(C)n(CCNC(=O)c2ccco2)n1
#32 CCc1nnc(NC(=O)CCC(=O)N2CCN(Cc3cc(F)ccc3OC)CC2)s1
#33 COc1ccc(-c2onc(C)c2-c2ccc(C(=O)OC(C)C)o2)c(O)c1
#34 O=C(c1cc(-c2ccccc2)nc2ccccc12)N1CCCC1
#35 Cc1ccc(Cl)c(OC(=O)c2nn(C(C)C)c(=O)c3ccccc23)c1
#36 O=[N+]([O-])c1ccc(-c2csc(N3CCc4ccccc4C3)n2)cc1
compound no.	31	32	33	34	35	36
PLK1 PBD block	-8%	-8%	3%	-8%	-7%	-8%
D3 ag	16	-16	11	-4	-8	-15
GLP1R inv ag	27%	-11%	?	?	?	10%
IL-2 act	1.1	0.4	-0.9	-0.2	-2.1	-0.5
GLP1R cytotox	5%	2%	2%	-1%	-11%	15%
WRN helicase inh	1%	0%	-17%	2%	0%	12%
PI5P4Ka inh	0	-4	2	-2	1	8
GLP-1R agonist	13%	1%	-4%	15%	-4%	3%
DRD3 antagonist	2	-24	26	-1	17	-9

One compound at a time (already shown). Order of values: PLK1 PBD block	D3 ag	GLP1R inv ag	IL-2 act	GLP1R cytotox	WRN helicase inh	PI5P4Ka inh	GLP-1R agonist	DRD3 antagonist
Cc1ccc(Cl)c(OC(=O)c2nn(C(C)C)c(=O)c3ccccc23)c1 across the screens: -7%	-8	?	-2.1	-11%	0%	1	-4%	17
CCc1nnc(NC(=O)CCC(=O)N2CCN(Cc3cc(F)ccc3OC)CC2)s1 across the screens: -8%	-16	-11%	0.4	2%	0%	-4	1%	-24
Cc1cc(C)n(CCNC(=O)c2ccco2)n1 across the screens: -8%	16	27%	1.1	5%	1%	0	13%	2

Further records follow:
#37 CCOc1ccc(N=C2NC(=O)SC2CC(=O)OC)cc1 (stereo unspecified)
#38 Cc1ccc2nc(/C(C#N)=C\c3cc(C)n(-c4cccc([N+](=O)[O-])c4)c3C)[nH]c2c1
#39 N/C(=N\OC(=O)c1cccc2ccccc12)c1cccnc1
#40 COC(=O)c1nn(-c2cccc(C)c2)c2nnc(Cc3ccc(C)cc3)c(=O)n12
#41 Cc1cc(C)n(CC(=O)N/N=C/c2ccc(C)o2)n1
#42 O=C(c1ccccc1Cl)N(Cc1ccc(Br)cc1)N1C(=O)CCC1=O
compound no.	37	38	39	40	41	42
PLK1 PBD block	2%	2%	?	0%	2%	-2%
D3 ag	1	-62	1	-6	4	-4
GLP1R inv ag	7%	-3%	2%	10%	0%	0%
IL-2 act	0.5	2.6	-2.0	-3.0	-1.8	1.1
GLP1R cytotox	-1%	3%	-5%	-2%	-1%	-24%
WRN helicase inh	0%	-12%	1%	-4%	9%	-3%
PI5P4Ka inh	0	/	0	-7	1	2
GLP-1R agonist	4%	1%	6%	-10%	-12%	3%
DRD3 antagonist	8	-53*	0	-1	-9	-1

#43 C[C@@H]1CN([C@H](C)CO)S(=O)(=O)c2ccc(Br)cc2O[C@H]1CN(C)C(=O)C1CC1
#44 COc1ccc(-c2csc(NC(=O)CSCC(=O)Nc3cc(C)on3)n2)c(OC)c1
#45 O=C(O)Cc1sc(Nc2ccccc2)nc1-c1ccccc1
#46 O=C(COC(=O)[C@@H]1CCCN1C(=O)c1cccs1)Nc1cccc(Cl)c1
#47 COc1ccc(CNC(=O)CN2C(=O)C(C)N(c3ccc(C)cc3)C2=O)cc1 (stereo unspecified)
compound no.	43	44	45	46	47
PLK1 PBD block	-6%	-2%	/	3%	-1%
D3 ag	-5	5	-4	-18	7
GLP1R inv ag	3%	28%	-21%	13%	10%
IL-2 act	5.7	-3.1	/	1.2	-3.3
GLP1R cytotox	-6%	10%	-9%	-5%	15%
WRN helicase inh	-8%	14%	/	8%	2%
PI5P4Ka inh	-2	-6	/	11	2
GLP-1R agonist	1%	-2%	4%	-3%	0%
DRD3 antagonist	12	-3	/	-15	19
